HGIII-sPLA2 inh: human group III sPLA2 inhibitors, primary screen, biochemical, QFRET, BODIPY PC-A2 liposome substrate. 370,000 compounds, 0.56% hits. AID 743126, 2013. Group 3 secretory phospholipase A2 (Homo sapiens), Q9NZ20. inhibition, % at 12.2 µM. QFRET BODIPY PC-A2 liposome hydrolysis, fluorescence;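 active = inhibition above mean plus 3 SD of compounds lying within the high and low control bounds, cut at about 19% in these data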;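 note: 0% = median of test compound wells and 100% = no enzyme DMSO wells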
hgDAF12 agonist: H. glycines DAF-12 receptor agonists, primary screen, cell-based, luminescence, HEK293, GAL4 fusion, UAS-luciferase; 370,000 compounds, 1.8% hits; HEK293 GAL4-hgDAF12 UAS-luciferase reporter, agonist luminescence; normalized to butyrate control; AID 687014, 2013; activation, % at 6.8 µM;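 active = activation above a cutoff set at the mean of all screened compounds plus 3 SD, cut at about 10% in these data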;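 note: 0% = DMSO wells and 100% = sodium butyrate wells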
DAX1 inh-1: DAX1 (NR0B1) inhibitors, primary screen, cell-based, HEK293, Gal4-DAX1, luciferase luminescence | HEK293 Gal4-DAX1 luciferase reporter | Nuclear receptor subfamily 0 group B member 1 (Homo sapiens), P51843 | AID 504766, 2011 | 340,000 compounds, 0.99% hits | inhibition, % at 6.75 µM;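 active = inhibition above the mean over all tested compounds plus 3 SD, cut at about 4.2% in these data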;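 note: 0% = DAX1-transfected cells with DMSO and 100% = empty-vector control cells with DMSO; inhibition shows as a rise in luminescence from relieved DAX1 repression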
PLC-gamma1 inh: PLC-gamma1 enzyme inhibitors, primary screen, biochemical, fluorescence, purified enzyme; inhibition, % at 12.2 µM; fluorogenic substrate; 370,000 compounds, 0.84% hits; in the data active = inhibition above about 9.5%
DAX1 inh-2: DAX1 (NR0B1) inhibitors on StAR promoter, primary screen, cell-based, luminescence, SF-1 (NR5A1), full-length DAX-1. HEK293T StAR-luciferase reporter, SF-1/DAX-1 repression relief. 370,000 compounds, 1.1% hits. AID 652010, 2013. inhibition, % at 6.8 µM;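 active = inhibition above the mean over all tested compounds plus 3 SD, cut at about 3.6% in these data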;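 note: 0% = DAX-1 cells with DMSO and 100% = cells lacking DAX-1 with DMSO; higher inhibition means more luminescence from relief of DAX-1 repression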
hcDAF-12 act: H. contortus DAF-12 nuclear receptor activators, primary screen, cell-based, luminescence, HEK293, lit1-tk-luc reporter. HEK293 hcDAF-12 lit1-tk-luc reporter; 0% DMSO, 100% Δ7-dafachronic acid. activation, % at 6.8 µM. 370,000 compounds, 1.4% hits;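 active = activation above the mean of all tested compounds plus 3 SD, cut at about 5.5% in these data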;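 note: 100% = response to 3 µM Δ7-dafachronic acid high control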
ssDAF12 agonist: S. stercoralis DAF-12 nuclear receptor activators, primary screen, cell-based, luminescence, HEK293, GRIP1 co-expression, lit1-tk-luc | AID 652126, 2013 | 370,000 compounds, 1% hits | activation, % at 6.8 µM | HEK293 ssDAF-12/GRIP1 lit1-tk-luc reporter; % of 3 µM dafachronic acid response | Nuclear hormone receptor DAF-12 (Strongyloides stercoralis);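 active = activation above the mean over all tested compounds plus 3 SD, cut at about 0.9% in these data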;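 note: 0% = DMSO-only wells and 100% = 3 µM delta7-dafachronic acid wells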
FXN GAA850 act: FXN promoter activators, primary screen, cell-based, luciferase luminescence, HEK293 lucGAA850 | HEK293 lucGAA850 FXN promoter luciferase reporter, 24 h; percent of 10 µM SAHA response | activation, % at 6 µM | 360,000 compounds, 0.56% hits | AID 540364, 2011;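 active = activation above the average of all compounds screened plus 3 SD, cutoff fixed separately per campaign, cut at about 7.5% in these data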;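 note: 0% = DMSO wells and 100% = 10 µM SAHA wells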
PLCb3 inh: human PLC-beta3 inhibitors, primary screen, biochemical, fluorescence; 1-phosphatidylinositol 4,5-bisphosphate phosphodiesterase beta-3 (Homo sapiens), Q01970; Purified PLC-beta3, fluorogenic substrate; inhibition, % at 12.2 µM; 370,000 compounds, 0.18% hits; in the data active = inhibition above about 11%;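 note: 0% = median of compound wells on plate and 100% = full blocker control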
Target sequence (Q01970 whole entry, looked up): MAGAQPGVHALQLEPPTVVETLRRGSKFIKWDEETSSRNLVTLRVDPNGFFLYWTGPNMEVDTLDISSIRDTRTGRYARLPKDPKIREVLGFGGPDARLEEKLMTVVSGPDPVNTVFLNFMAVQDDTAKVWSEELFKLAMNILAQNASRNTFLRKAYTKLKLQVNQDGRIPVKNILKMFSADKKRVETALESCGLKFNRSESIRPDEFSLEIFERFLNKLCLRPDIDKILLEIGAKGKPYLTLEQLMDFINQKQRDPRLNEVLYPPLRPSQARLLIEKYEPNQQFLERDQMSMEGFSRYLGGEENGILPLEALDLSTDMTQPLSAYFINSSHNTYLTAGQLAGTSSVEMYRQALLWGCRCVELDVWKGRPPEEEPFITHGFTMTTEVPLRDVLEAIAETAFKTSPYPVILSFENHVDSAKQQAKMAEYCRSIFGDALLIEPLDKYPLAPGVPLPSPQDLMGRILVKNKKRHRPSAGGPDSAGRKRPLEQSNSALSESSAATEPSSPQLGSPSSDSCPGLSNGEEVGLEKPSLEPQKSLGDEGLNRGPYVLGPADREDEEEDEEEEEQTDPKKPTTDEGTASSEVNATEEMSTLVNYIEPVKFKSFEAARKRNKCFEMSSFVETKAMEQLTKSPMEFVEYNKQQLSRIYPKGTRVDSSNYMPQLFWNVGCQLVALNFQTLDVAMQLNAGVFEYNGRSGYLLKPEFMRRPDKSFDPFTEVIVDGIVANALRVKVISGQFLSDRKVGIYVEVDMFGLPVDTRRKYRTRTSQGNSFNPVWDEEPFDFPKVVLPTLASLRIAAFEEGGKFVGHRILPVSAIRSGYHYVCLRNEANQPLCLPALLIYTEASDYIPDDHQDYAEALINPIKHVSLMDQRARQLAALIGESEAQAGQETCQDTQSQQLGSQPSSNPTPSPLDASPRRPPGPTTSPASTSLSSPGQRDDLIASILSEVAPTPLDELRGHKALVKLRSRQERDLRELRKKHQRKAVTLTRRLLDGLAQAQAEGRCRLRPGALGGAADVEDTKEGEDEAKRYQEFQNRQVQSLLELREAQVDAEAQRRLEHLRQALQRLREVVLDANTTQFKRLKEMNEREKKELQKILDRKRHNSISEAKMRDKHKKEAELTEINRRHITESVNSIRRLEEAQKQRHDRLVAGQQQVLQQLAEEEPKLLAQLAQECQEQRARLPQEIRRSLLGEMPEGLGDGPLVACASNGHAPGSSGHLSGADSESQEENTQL
ADAM17 inh: ADAM17 inhibitors, primary screen, biochemical, QFRET; Disintegrin and metalloproteinase domain-containing protein 17 (Homo sapiens), P78536; recombinant ADAM17, EDANS/DABCYL FRET peptide cleavage; inhibition, % at 6.95 µM; 370,000 compounds, 0.83% hits; AID 720648, 2013;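 active = inhibition above the mean of compounds lying between control limits plus 3 SD, set per campaign, cut at about 8.5% in these data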;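 note: 0% = DMSO-only wells as the low control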
ADAM10 inh: human ADAM10 inhibitors, primary screen, biochemical, QFRET, HTS | AID 720582, 2013 | recombinant ADAM10, EDANS/DABCYL FRET peptide cleavage, 3 h | inhibition, % at 7 µM | 370,000 compounds, 0.62% hits | Disintegrin and metalloproteinase domain-containing protein 10 (Homo sapiens), O14672;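 active = inhibition above a per-campaign cutoff equal to the mean of compounds falling between control-based bounds plus 3 SD, cut at about 20% in these data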;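 note: 0% = DMSO wells while the 100% control is not disclosed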
Active calls of the source: *; i = inactive; . = not tested or not shown; & = joins results of further samples. Compounds were not picked by outcome. Share with any hit: about 6.9%.

SMILES | HGIII-sPLA2 inh | hgDAF12 agonist | DAX1 inh-1 | PLC-gamma1 inh | DAX1 inh-2 | hcDAF-12 act | ssDAF12 agonist | FXN GAA850 act | PLCb3 inh | ADAM17 inh | ADAM10 inh
COc1cccc(-n2c(CCn3nc(C)c([N+](=O)[O-])c3C)n[nH]c2=S)c1 | 0 | -1.8 | 0.8 | 1 | -0.4 | -1.4 | -0.9 | 2.2 | 2 | -1 | -3
C/C(=N\NC(=O)CNc1cccc(C(F)(F)F)c1)c1ccc(Br)cc1 | 3 | -4.2 | -0.4 | -5 | -0.1 | -1.6 | -0.6 | 0.2 | -4 | -2 | -4
CC1CCCC(C(=O)O)N1C(=O)CCSSCCC(=O)N1C(C)CCCC1C(=O)O (configuration not stated) | 4 | 1.1 | 1.7 | 0 | -0.3 | -0.8 | -0.9 | 0.2 | -1 | 0 | 2
COc1ccc(CNC(=O)c2ccc(-c3ccc(F)c(F)c3)c3ccoc23)cc1OC | -25 | -4.8 | . | 1 | -4.1 | -1.9 | -1.6 | -2.1 | 2 | 8 | 21*
Cc1cc(C)c2c(CN3CCN(c4ccccc4)CC3)cc(=O)oc2c1 | -2 | 3.1 | . | 0 | 1.8 | 0.3 | -0.6 | . | -1 | -4 | 2
CCC(=O)NC(=S)Nc1ccc(NC(=O)c2ccc([N+](=O)[O-])cc2)cc1 | 8 | -1.2 | 0.6 | 3 | -0.7 | -0.6 | -2.3 | -0.4 | 2 | 2 | -1
CC(C)(C)NCC(=Cc1ccccc1)C(=O)c1ccccc1 | -4 | -13 | -6.2 | 2 | -6.3 | -1.7 | -1.9 | -14 | 1 | 0 | -4
CCn1c(=S)sc2c(=O)n(CC(=O)Nc3cccc(OC)c3)c(C)nc21 | 1 | -0.5 | 0.0 | -4 | 0.0 | 3.9 | -0.6 | 0.3 | -5 | 0 | -2
CCCOC(=O)c1ccc(-c2c(C)noc2-c2ccc(OC)cc2O)o1 | -49 | -2.8 | -0.1 | -51 | -0.2 | -2.2 | -1.0 | -1.9 | -67 | 3 | -3
CCOC(=O)c1ccc(-c2ccc(/C=N/NC(=O)CN(c3ccccc3Cl)S(C)(=O)=O)o2)cc1 | 5 | 2.5 | 0.5 | -15 | 0.2 | -0.8 | -0.6 | 2.0 | -19 | -5 | -12
Cc1sc2nc(SCc3ccccc3)n(Cc3ccco3)c(=O)c2c1C | 4 | -1.0 | -0.6 | -1 | 0.1 | 0.2 | -1.0 | 1.6 | 3 | -4 | -4
Fc1cccc(Cc2noc(CN3CCCCC3c3ccccn3)n2)c1 (configuration not stated) | -1 | -2.4 | 0.5 | -3 | -0.4 | -0.4 | -1.4 | 6.3 | 1 | -1 | -7
O=C(NCc1ccccc1)C(c1ccc(-c2ccccc2)cc1)N1CCN(c2ccccc2F)CC1 (configuration not stated) | 9 | 4.7 | . | 4 | 0.3 | 1.4 | -1.0 | . | 1 | -4 | -6
Cc1ccc(-c2cc(C(=O)NCCCN3CCCC3)c3ccccc3n2)cc1C | -4 | 1.7 | 2.6 | -104 | 0.6 | 0.2 | -0.1 | 0.1 | -146 | -185 | i
COc1ccccc1NC(=O)C1=C(C)Nc2nnnn2C1c1cccc(Br)c1 (configuration not stated) | -9 | 1.4 | -0.7 | -3 | -0.2 | -2.4 | -1.0 | -0.3 | -2 | -3 | 10
O=C1c2ccccc2C(c2nnnn2Cc2ccccc2)N1Cc1cccc(F)c1 (configuration not stated) | 1&-5 | 2.1&-1.4 | . | 0&4 | -0.4&-1.7 | -0.5&-0.5 | -1.2&-1.2 | . | 1&2 | -1&-3 | -3&-4
O=C(NC(=S)Nc1cc([N+](=O)[O-])ccc1O)C1CC1 | 12 | 2.6 | 0.3 | 0 | -0.3 | 9.6* | -0.7 | 3.5 | -9 | -2 | 7
COc1ccc(C(C)NC(=O)Cc2cccs2)cc1OC (configuration not stated) | 9 | -2.3 | 0.8 | 2 | -0.6 | 1.2 | -0.4 | 1.5 | -9 | -4 | -8
COc1ccc(-c2nnc(SCC(=O)NCc3cccs3)n2CC(C)C)cc1 | 6 | 0.9 | 1.9 | 10* | 0.2 | -1.2 | -1.1 | 0.5 | 9 | 3 | 12
COc1ccc(N(C(=O)c2cnccn2)C(C(=O)NC2CCCCC2)c2ccc(O)cc2)cc1 (configuration not stated) | -3 | -1.1 | 0.1 | 2 | 0.6 | -0.9 | -0.9 | 0.0 | 4 | -2 | -6
COc1cc(C(O)C(=O)O)ccc1O (configuration not stated) | -2 | 2.6 | 0.0 | 0 | 0.5 | 0.3 | -1.5 | 1.8 | -1 | -3 | 6
O=C(CN1CCN(Cc2ccc3c(c2)OCO3)CC1)c1c[nH]c2ccccc12 | -8 | 0.1 | -0.1 | -4 | 0.3 | 2.0 | 0.7 | -0.1 | -40 | -1 | -6
COc1ccc(NC(=O)CSc2nccn2Cc2ccc(F)cc2)cc1 | -12 | -0.6 | 1.6 | 2 | -2.4 | -2.5 | -1.2 | -2.1 | -4 | 1 | 2
CC(C)(C)c1ccc(C(=O)N2CCC(C(=O)c3ccccc3)CC2)cc1 | -11 | -0.1 | -1.1 | 0 | -0.5 | -2.1 | -1.5 | 0.8 | -3 | -6 | 7
COc1ccc(CN(C(=O)CNC(=O)c2ccco2)C(C(=O)NCC2CCCO2)c2ccc(OC)c(OC)c2)cc1 (configuration not stated) | 6 | -1.3 | 0.1 | 1 | -0.3 | -0.5 | -0.9 | -0.3 | -8 | -6 | 3

Continued:
SMILES | HGIII-sPLA2 inh | hgDAF12 agonist | DAX1 inh-1 | PLC-gamma1 inh | DAX1 inh-2 | hcDAF-12 act | ssDAF12 agonist | FXN GAA850 act | PLCb3 inh | ADAM17 inh | ADAM10 inh
COc1cccc(C(=O)N2N=C(c3ccccc3)CC2(O)C(F)(F)F)c1 (configuration not stated) | -19 | 5.1 | 0.0 | 0 | -0.7 | 0.2 | -1.8 | 2.3 | 1 | 1 | -1
COc1ccc(CCNC(=O)c2ccc(-c3ccc([N+](=O)[O-])cc3)o2)cc1OC | 7 | -2.3 | -1.6 | -5 | -2.1 | -7.2 | -2.4 | 1.1 | -7 | -3 | -3
COc1cc(Cn2c(N)c(C#N)c3nc4ccccc4nc32)cc(OC)c1 | -20 | -1.7 | 0.2 | i | -1.1 | 0.4 | -1.6 | -0.1 | i | -424 | i
CCOc1cc(/C=C2\CCn3c2nc2cc(Cl)ccc2c3=O)ccc1O | -13 | 0.7 | 1.0 | -109 | 0.4 | -1.1 | -0.7 | 0.3 | -162 | -7 | -34
Cc1ccc(S(=O)(=O)N2CCC(C(=O)C3C(=O)CCCC3=O)CC2)cc1 | 1 | -1.8 | 0.2 | -2 | 0.4 | 0.0 | -0.8 | 0.7 | -3 | -4 | -4
CCN(CC(=O)NCc1cccs1)C(=O)c1ccc([N+](=O)[O-])o1 | 9 | 1.4 | 1.6 | -3 | -2.8 | -1.7 | -1.5 | -2.0 | -1 | -5 | -13
COc1ccc(CCNC(=O)CSc2ccccn2)cc1OC | -2 | 1.4 | 1.3 | -1 | -0.5 | -0.4 | -2.5 | 1.1 | -4 | -3 | -2
CCOC(CNC(=O)CN1C(=O)COc2ccc(S(=O)(=O)N3CCOCC3)cc21)OCC | 3 | -1.3 | 0.5 | 8 | 0.6 | -1.2 | -1.2 | 0.4 | 0 | -2 | 1
COc1ccc(OCc2cc(C(=O)N3CCCC(OC)C3)no2)c2ccccc12 (configuration not stated) | -6 | 5.8 | 2.4 | -4 | 3.2 | 3.7 | 0.3 | 6.9 | -15 | -1 | 1
CC(C)Oc1ccc(CCNC(=O)C2CCC(=O)N(Cc3cccc(F)c3)C2)cc1 (configuration not stated) | 0 | 0.1 | 0.6 | 1 | -0.5 | -1.8 | -0.6 | 2.3 | -5 | -2 | -12
COc1cc(OC)cc(C(=O)OC(C)C(=O)NC2CCCc3ccccc32)c1 (configuration not stated) | -1 | -1.1 | -0.1 | 1 | -0.9 | -2.1 | -0.8 | -0.3 | -5 | 0 | -1
CC(C)CC1(C)NC(=O)N(CC(=O)Nc2ccc(F)c(F)c2F)C1=O (configuration not stated) | -2 | -0.9 | 0.6 | -2 | -0.9 | 0.5 | -1.2 | -1.7 | 1 | 0 | 6
O=C(NCCc1ccccc1)C1CCN(Cc2cccc3ccccc23)CC1 | -8 | -0.5 | 1.3 | 1 | -0.4 | -1.7 | -1.3 | -2.4 | -3 | -3 | -1
Cc1ccc(SCC(=O)Nc2cc([N+](=O)[O-])ccc2O)cc1 | -13 | 2.8 | 0.8 | 0 | 0.7 | -1.1 | -1.3 | 0.9 | 0 | 2 | 5
Cc1cc(C)n(-c2nc3sc4c(c3c3nnc(SCC(N)=O)n23)CC(C)(C)OC4)n1 | -4 | -1.2 | -0.9 | -242 | -0.4 | -1.2 | -1.1 | 1.2 | -306 | -53 | -181
CC(C)(C)C(=O)NC1(C(F)(F)F)C(=O)Nc2c1c(=O)[nH]c(=O)n2Cc1ccco1 (configuration not stated) | -1 | 1.1 | 0.6 | 2 | 0.5 | -0.8 | -0.4 | 0.5 | 4 | 2 | 4
COCCN(C(=O)COC(=O)c1ccc(C)s1)c1c(N)n(Cc2ccccc2)c(=O)[nH]c1=O | 4 | 0.1 | -1.4 | 2 | 0.5 | 0.3 | -0.7 | 1.0 | -6 | -3 | 1
COc1ccc(/C(C)=N/N2C(C)CCCC2C)c(OC)c1 (configuration not stated) | 2 | 2.8 | 0.2 | -4 | 0.0 | -1.3 | -1.3 | 0.7 | -1 | 1 | 8

Another view of part of the listing above:
compound,HGIII-sPLA2 inh,hgDAF12 agonist,DAX1 inh-1,PLC-gamma1 inh,DAX1 inh-2,hcDAF-12 act,ssDAF12 agonist,FXN GAA850 act,PLCb3 inh,ADAM17 inh,ADAM10 inh
CC(C)(C)C(=O)NC1(C(F)(F)F)C(=O)Nc2c1c(=O)[nH]c(=O)n2Cc1ccco1 (configuration not stated),-1,1.1,0.6,2,0.5,-0.8,-0.4,0.5,4,2,4
COCCN(C(=O)COC(=O)c1ccc(C)s1)c1c(N)n(Cc2ccccc2)c(=O)[nH]c1=O,4,0.1,-1.4,2,0.5,0.3,-0.7,1.0,-6,-3,1
